MmCpn inh = M. maripaludis TRiC chaperonin inhibition; hit rate 0.031% among 330,000; purified Mm-Cpn ATPase, ADP Transcreener TR-FRET; Potency, µM (highest dose often 76.9 µM), inactives show at the highest dose activity, negative = inhibition, hits mostly inhibitors; AID 504842; also: potency is read from the fitted curve at half-maximal effect; % is scaled to controls: 0 for no effect and ±100 for the full control effect; nearly all actives have a fitted effect of over 80% in size
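TR-FRET (320 nm excitation; 590 and 665 nm emission) reports ADP made from 10 uM ATP by 25 nM enzyme; compounds were preincubated 10 min, reaction run 30 min, both at 37°C.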
aSyn yeast inh = inhibitors of alpha-synuclein toxicity in yeast; Yeast expressing alpha-synuclein, growth rescue, BacTiter-Glo, 24 h; Potency, µM (titrated, usually from 46.1 µM), inactives show at the top dose growth rescue (activation), actives largely listed as activators; AID 652106; hit rate 0.14% among 370,000; also: potency is read from the fitted curve at half-maximal effect; % of control where 0% means no effect; nearly all actives have a fitted effect of over 65% in size
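Rescue of yeast growth: cells expressing toxic alpha-synuclein, induced in galactose at OD600 0.02, incubated with compound 24 h at 30 C. ATP luminescence quantified growth; inhibitors of toxicity appear as activators.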
GLP1R inv ag = inverse agonists of human GLP-1 receptor. Potency, µM (doses to about 38.3 µM), inactives show at the highest dose activity change, negative = inhibition, most hits filed as inhibitors. P43220. hit rate 1.6% among 410,000. HEK293 GLP-1R CRE-luciferase, luminescence, 24 h; GLP-1R form is constitutively active. AID 624417; also: potency is read from the fitted curve at half-maximal effect; % is scaled to controls: 0 for no effect and ±100 for the full control effect; nearly all actives have a fitted effect of over 55% in size
Target sequence (P43220 whole entry, looked up): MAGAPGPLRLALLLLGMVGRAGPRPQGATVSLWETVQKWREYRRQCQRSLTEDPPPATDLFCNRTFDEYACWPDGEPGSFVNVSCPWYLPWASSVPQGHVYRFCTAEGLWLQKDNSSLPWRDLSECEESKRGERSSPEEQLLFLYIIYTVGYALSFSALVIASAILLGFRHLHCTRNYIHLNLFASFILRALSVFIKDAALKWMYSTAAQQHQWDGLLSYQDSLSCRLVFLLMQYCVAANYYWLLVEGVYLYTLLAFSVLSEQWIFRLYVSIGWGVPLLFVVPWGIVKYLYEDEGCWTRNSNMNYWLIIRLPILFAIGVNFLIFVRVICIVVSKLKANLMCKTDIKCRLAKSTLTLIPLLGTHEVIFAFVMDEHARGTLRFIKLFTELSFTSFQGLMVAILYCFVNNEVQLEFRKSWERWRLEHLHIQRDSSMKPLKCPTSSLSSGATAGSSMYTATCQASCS
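HEK293 cells stably co-expressing constitutively active GLP-1R and a cAMP-responsive luciferase reporter were seeded in DMEM with 10% Nu serum, given compounds after 12 h, and incubated 24 h at 37 deg C. Luminescence was then read.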
FUS suppressor = suppressors of FUS proteinopathy in yeast | hit rate 0.24% among 390,000 | S. cerevisiae FUS-expressing, growth rescue, OD600, 24 h | Potency, µM (top dose mostly 76.6 µM), for inactives: at the top dose growth rescue (activation), hits mostly activators;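 also: potency is read from the fitted curve at half-maximal effect; plate controls were DMSO vehicle for no effect and reference control for full effect; nearly all actives have a fitted effect of over 55% in size; some results filed as inactive show a strong effect at the top dose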
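Yeast FUS proteinopathy model; galactose-induced FUS (2%), starting OD 0.005. Cpds in dilution series, 24hr, 30C, 99% humidity. Abs 600 nm growth. Pos ctrl CP55940 (top 92uM final); neg ctrl DMSO.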
pAkt inh = inhibitors of Akt phosphorylation; Neuro2A IGF-stimulated pAkt S473 HTRF, 20 min; hits give low values; activity change, % for hits at 50 µM; hit rate 0.32% among 360,000; in the data active = activity change below about -80%; inconclusive = mostly about -51% to -80%; also: % is scaled to controls: 0 for no effect and ±100 for the full control effect
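Neuro2A cells (4,500/well, DMEM with 0.5% FBS) were treated with compound at a single 50 µM final concentration, stimulated with 6 nM IGF for 20 min at 37 °C, and lysed. Phospho-Akt Ser473 was read by HTRF as 665/615 ratio ×10^4.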
Abeta yeast res = A-beta toxicity reversal in yeast. hit rate 0.063% among 410,000. AID 1347071. yeast expressing A-beta42, growth rescue, OD600, 48 h; response scale: 0% DMSO, 100% iron-clioquinol control. Potency, µM (highest dose often 46.1 µM), for inactives: at the highest dose growth rescue, hits mostly activators; also: potency is read from the fitted curve at half-maximal effect; nearly all actives have a fitted effect of over 55% in size
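Yeast A-beta toxicity model in growth medium with pinned compounds, 48 h at 30 C; growth read as absorbance at 600 nm. Normalized to FeCl3/clioquinol equimolar mix (positive) and DMSO (negative).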
TDP43 rescue = TDP-43 toxicity inhibition in yeast; Potency, µM (top dose mostly 46.1 µM), inactives show at the top dose growth rescue (activation), hits mostly activators; TDP-43 expressing yeast growth rescue, BacTiter-Glo, 24 h; hit rate 1.8% among 410,000; AID 652104; also: potency is read from the fitted curve at half-maximal effect; % of control where 0% means no effect; nearly all actives have a fitted effect of over 50% in size
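Growth rescue of TDP-43-toxic yeast measured as ATP luminescence (BacTiter-Glo). Cells grown to mid-log in raffinose, induced in galactose at OD600=0.02, exposed to compound 24 hr at 30 deg C.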
PTHR1 ag = agonists of human PTHR1 parathyroid hormone receptor. HEK293 GP2 PTHR1 cells, GloSensor cAMP luminescence, 1 h. hit rate 0.075% among 410,000. Potency, µM (series often up to 115 µM), for the others: at the top dose activation, most hits filed as activators. Q03431. AID 743266; also: potency is read from the fitted curve at half-maximal effect; nearly all actives have a fitted effect of over 55% in size; some results filed as inactive show a strong effect at the top dose; inactives centre near -15; many of its hits are not listed in these tables
Target sequence (Q03431 whole entry, looked up): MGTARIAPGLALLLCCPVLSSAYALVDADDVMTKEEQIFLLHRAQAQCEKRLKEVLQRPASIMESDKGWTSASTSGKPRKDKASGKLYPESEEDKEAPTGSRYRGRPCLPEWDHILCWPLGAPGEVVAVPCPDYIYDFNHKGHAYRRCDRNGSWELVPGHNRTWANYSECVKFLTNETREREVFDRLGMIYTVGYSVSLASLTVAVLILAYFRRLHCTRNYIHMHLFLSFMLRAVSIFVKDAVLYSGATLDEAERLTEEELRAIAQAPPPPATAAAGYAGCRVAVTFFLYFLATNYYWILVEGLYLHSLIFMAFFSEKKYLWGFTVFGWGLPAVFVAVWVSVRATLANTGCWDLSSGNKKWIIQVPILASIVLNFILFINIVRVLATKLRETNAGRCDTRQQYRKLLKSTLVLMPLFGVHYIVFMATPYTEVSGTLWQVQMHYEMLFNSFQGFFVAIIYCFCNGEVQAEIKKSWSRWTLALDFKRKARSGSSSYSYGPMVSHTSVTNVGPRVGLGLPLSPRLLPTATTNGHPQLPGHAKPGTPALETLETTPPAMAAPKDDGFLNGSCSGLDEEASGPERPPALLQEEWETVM
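HEK-293-derived GP2 cells expressing PTHR1 and a GloSensor cAMP reporter, 3,000/well, plated overnight, given luciferin plus IBMX (each 0.5 mM as added) for 1 h at 37 °C, then compound for 1 h at 37 °C. Luminescence was read after 15 min at room temperature.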
GLP1R cytotox = cytotoxicity in counter-screen for GLP-1R inverse agonists. Potency, µM (top dose mostly 38.3 µM), without a hit: at the top dose activity change, negative = inhibition, usual class: inhibitors. hit rate 0.13% among 410,000. AID 624418. HEK293 cAMP-luciferase reporter cells, luminescence, 24 h;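 also: loss of luciferase light is scored as toxicity; potency is read from the fitted curve at half-maximal effect; % is scaled to controls: 0 for no effect and ±100 for the full control effect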
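Seeding density was 200 cells/uL; after overnight-length (12 h) culture, 23 nL compounds went on for 24 h at 37 °C. Readout used a luciferase detection reagent, luminescence taken after 12 min at room temperature.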
Active calls of the source: *; i = inactive; u = inconclusive; x = no result given; & = joins results of further samples; [ ] = another dose, or the depositor's remark. Unless noted, calls follow the shape of the dose curve; as a rule, active = well fitted curve in the direction sought with a large enough effect; inconclusive = small, poorly fitted or top-dose-only effect, or another doubt; inactive = no such curve, though single readings can be large; an effect the other way counts as inactive or inconclusive. These rows are one share of the data; count on the stated rates, not on these rows.

| SMILES | Abeta yeast res | MmCpn inh | GLP1R cytotox | TDP43 rescue | pAkt inh | GLP1R inv ag | FUS suppressor | PTHR1 ag | aSyn yeast inh |
| --- | --- | --- | --- | --- | --- | --- | --- | --- | --- |
| COc1ccc(NC(=O)COC(=O)CNS(=O)(=O)c2ccccc2)cc1OC | -11.4% | 0.6% | 4.0% | 9.2% | i | -3.4% | -0.4% | -16.8% | 1.2% |
| Cc1cc(C(=O)NNC(=O)c2cccs2)c(C)o1 | 6.8% | 1.6% | -21.3% | 7.4% | i | 121.9%[activator] | -0.2% | u | -2.0% |
| O=C(O)c1ccc(NC(=O)c2cccs2)cc1 | -8.9% | -0.5% | -16.1% | -10.0% | i | 1.9% | 30.9% | i | -6.6% |
| CCc1nc2ccc(C(=O)Nc3cccc(NS(C)(=O)=O)c3)cn2c1N(C=O)CCC(C)C | -3.0% | x | -22.5% | 0.0% | i | -7.5% | 16.6% | i | 2.2% |
| Cc1onc(-c2ccccc2)c1C(=O)Nc1nc2c(s1)CCCC2 | 8.0% | 0.4% | -13.5% | -1.1% | i | u | 8.2% | i | -4.7% |
| COC(=O)c1cc2oc(C)cc2n1Cc1ccc(Cl)cc1 | -12.9% | x | 6.1% | 12.2% | x | -20.8% | 0.4% | i | x |
| COc1ccc(-c2nnn(Cc3nc(N)nc(N4CCCCC4)n3)n2)cc1 | 13.4% | 0.6% | -11.1% | u | i | -15.9% | 39.4% | -31.8%[inhibitor] | 9.1% |
| C[C@]12c3[nH]c4ccccc4c3CCN1C(=O)C(CC(=O)NCC13CC4CC(CC(C4)C1)C3)C[C@@H]2C(=O)N1CCCCC1 (stereo partly drawn) | -7.7% | 0.6% | -23.6% | u | i | u | u | -22.3% | u |
| Cc1ccc(-c2cc3nc(C)cc(N4CCN(C(=O)c5ccoc5)CC4)n3n2)cc1 | 5.1% | x | -8.0% | 21.0% | i | 8.1% | 15.3% | -20.9% | 2.4% |
| COc1ccc(-c2noc3c2-c2nc(-c4ccccc4)sc2CC3)cc1 | -8.7% | x | 14.8% | 2.5% | i | 2.8% | 13.4% | 15.0% | 16.0% |
| O=C(Cn1ccc(C(F)(F)F)n1)N=Nc1c(O)[nH]c2ccccc12 | 3.3% | -0.7% | -3.5% | 23.6% | i | 75.2%[activator] | -4.9% | i | 2.6% |
| Cc1cc2c(c(=O)n1C)C(C(C)C)C(C#N)=C(N)O2 (stereo not drawn) | -4.7% | -2.1% | 4.6% | 8.8% | i | 13.7% | x | i | -0.2% |
| CC(=O)c1ccc(C(=O)Nc2ccc3c(c2)C(=O)NC3=O)cc1 | 0.3% | -0.8% | -4.4% | 4.8% | i | -5.4% | -12.8% | -18.8% | -5.1% |
| c1ccc2c(CSc3ncnc4nc[nH]c34)cccc2c1 | -15.0% | 3.5% | 0.0% | u | i | 18.5% | 1.9% | -29.5% | -13.5% |
| CC(=O)C1CCC2C3CC(C)C4=CC(=O)CCC4(C)C3C(=O)CC12C (stereo not drawn) | -5.6% | x | 1.4% | 0.0% | i | 47.4%[activator] | 10.5% | i | -8.9% |
| O=C(/C=C/c1ccco1)Nc1ccc(Oc2ccccc2)cc1 | -6.2% | -0.9% | 5.6% | 7.7% | i | u | 28.9% | -38.9%[inhibitor][57.5 µM] | -16.1% |
| COc1ccc(CCNC(=O)COc2ccc(S(=O)(=O)N3CCCC3)cc2)cc1 | -24.5% | -0.6% | 0.6% | -5.7%[9.22 µM] | i | 0.4% | 1.5% | -1.1% | -3.0% |
| Cc1cccc(C)c1NC(=O)COC(=O)c1ccccc1[N+](=O)[O-] | -10.1% | 3.7% | -15.0% | -4.7% | i | -9.0% | 4.4% | i | 3.8% |
| CCOC(=O)CCn1c(=O)c2cccn2c2cccnc21 | -16.9% | x | -4.8% | 9.7% | x | 16.5% | -3.6% | -4.7% | x |
| Cn1c(=O)[nH]c(=O)c2c1nc(NCCCn1ccnc1)n2Cc1ccccc1 | 18.8% | -3.6% | 9.7% | 16.0% | i | 1.2% | -10.5% | i | 3.2% |
| O=C(NCCNC(=O)c1cc(Cl)ccc1Cl)c1ccco1 | 5.9% | 2.1% | -5.0% | 3.1% | i | -8.8% | 1.3% | -9.6% | -1.8% |
| COc1ccc(N2CCN(S(=O)(=O)c3c(C)[nH]c(C)c3C(=O)N3CCCCC3)CC2)cc1 | 3.2% | -2.2% | -6.8% | -1.5% | i | 32.9%[activator] | 20.1% | -21.7% | 3.9% |
| COc1ccc(CNC(=O)C2CCCN(S(=O)(=O)c3ccccc3)C2)cc1 (stereo not drawn) | -5.5% | 1.1% | 6.5% | 8.5% | i | u | -3.3% | -3.4% | -4.4% |
| O=C(CCNC(=O)c1ccco1)NCCc1c[nH]c2ccccc12 | 1.2% | -1.9% | -2.7% | 1.0% | i | 4.3% | 8.5% | -16.7% | 3.7% |
| COC(=O)CSc1ncc2c(n1)-c1ccccc1N(Cc1cccc(F)c1)S2(=O)=O | 2.9% | x | -3.8% | 0.0% | x | 0.0% | -10.3% | -10.2% | x |
| Cc1ccc(S(=O)(=O)N2C[C@H]3N(C(=O)OC(C)C)N(C(=O)OC(C)C)C[C@H](OC(=O)NC4CC4)[C@@]3(O)C2)cc1 | -3.3% | x | 0.6% | 20.1% | i | 9.9% | u | -15.3% | 5.9% |
| CSc1oc(-c2ccccc2)nc1S(=O)(=O)c1ccc(F)cc1 | -9.0% | -25.6% | 4.1% | -18.5% | x | 0.0% | 34.9% | -1.4%[57.5 µM] | -1.1% |
| Cc1nn(C)cc1C(=O)Nc1c(C)nn(Cc2ccccc2Cl)c1C | -1.5% | 0.0% | 12.4% | 1.5% | i | 12.0% | 5.1% | -17.0% | 0.0% |
| CN(C)CC(C)(C)CNC(=O)CC1C(=O)NCCN1Cc1ccc(-c2ccccc2)cc1 (stereo not drawn) | -4.9% | -1.9% | -12.8% | -16.6% | i | u | 12.3% | i | 2.1% |
| Cc1ccc(NC(=O)c2cc(S(=O)(=O)NCCC3=CCCCC3)ccc2F)cc1F | -8.8%&11.1% | 1.1% | -10.6%&1.7% | 8.4%&-20.0% | i | 2µM* | 8.2%&1.7% | -38.0%&-19.3%[inhibitor] | 5.7% |

As entered above.
`CN(C)CC(C)(C)CNC(=O)CC1C(=O)NCCN1Cc1ccc(-c2ccccc2)cc1` (stereo not drawn) @ aSyn yeast inh = 2.1%
`O=C(CCNC(=O)c1ccco1)NCCc1c[nH]c2ccccc12` @ PTHR1 ag = -16.7%

(list continues)
| SMILES | Abeta yeast res | MmCpn inh | GLP1R cytotox | TDP43 rescue | pAkt inh | GLP1R inv ag | FUS suppressor | PTHR1 ag | aSyn yeast inh |
| --- | --- | --- | --- | --- | --- | --- | --- | --- | --- |
| CCc1noc(-c2ccc(N3CCCCC3)c([N+](=O)[O-])c2)n1 | -13.4% | x | -1.3% | 5.3% | x | 9.0% | 10.7% | -6.3% | x |
| COc1cc2nc(SCc3ccc(F)cc3)n(Cc3cccs3)c(=N)c2cc1OC | 19.7% | u | u | 23.4% | i | 0.0% | 5.7% | i | 10.9% |
| C#CCN(C(=O)c1ccc(OC2CCN(Cc3ccccn3)CC2)cc1)C1CCCCC1 | 4.9% | -4.1% | -24.8% | 3.2% | i | u | 21.8% | -14.3% | -0.6% |
| CCCc1cnc2c(c1SCC(=O)Nc1ccc(C)c(Cl)c1)c(=O)n(C)c(=O)n2C | -9.1% | x | 0.0% | 0.0% | x | 17.0% | 25.5% | i | x |
| CCCOC(=O)C1=C(C)NC2=C(C(=O)CC(C)(C)C2)C1c1cccnc1 (stereo not drawn) | -17.3% | -0.4% | 45.4%[activator] | 0.0% | i | 1.6% | 15.7% | i | -6.2% |
| O=C(CSc1ccccc1C(=O)O)Nc1ccc2c(c1)OCO2 | 4.0% | 2.8% | 6.6% | 2.7% | i | 4.4% | -6.2% | -16.2% | -2.3%[1.84 µM] |
| O=C1CCC(/C=C/c2ccccc2)=NN1 | -5.1% | -1.9% | -1.9% | -6.4% | i | 0.8% | -16.6% | i | -0.4% |
| COc1cc(C(=O)NCCOc2ccc(F)cc2)c(Br)c(OC)c1OC | -14.2% | -0.7% | 18.3% | -2.0% | i | -32.1% | 21.9% | -13.3% | -0.5% |
| O=C(O)C1CC(c2cccc(Br)c2)=NO1 (stereo not drawn) | 3.0% | 3.3% | 22.5% | -16.5% | i | 0.6% | -4.2% | u | 0.1% |
| O=C(Nc1ccc(N2C(=O)C3CCCCC3C2=O)cc1Cl)c1cccs1 (stereo not drawn) | -18.9% | -3.1% | -1.4% | -8.6%[0.397 µM] | i | 42.0%[activator] | -0.1% | i | 2.0% |
| O=C(O/N=C/c1ccc(Cl)cc1)C1CCCCC1 | 12.3% | 1.5% | 7.3% | 0.0% | i | 21.0% | 10.3% | i | -12.6% |
| CCCCCN(C(=O)CCC(=O)OCC(=O)NCc1cccc(OC)c1)c1c(N)n(CCCC)c(=O)[nH]c1=O | 2.1% | -0.6% | -14.2% | 15.5% | i | -5.0% | 23.8% | i | 7.9% |
| COc1ccc(CC2(CO)CCN(Cc3ccc(NC(C)=O)cc3)CC2)cc1 | -7.9% | 0.9% | 7.1% | 20.3% | i | 3.1% | 1.3% | i | -8.7% |
| Cc1cccc(C(=O)Nc2cc3c(cc2C)n(C)c(=O)n3C)c1 | 6.6% | x | 17.0% | 13.6% | x | 9.5% | -12.1% | i | x |

From PubChem BioAssay
